CRFBP-R2 block: antagonists of CRF-binding protein/CRF-R2 receptor complex. HEK293 CRF-R2/CRF-BP, CRF-induced calcium fluorescence. inhibition, % at 11.8 µM. 350,000 tested, 0.59% active;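 active = inhibition of the ligand-induced calcium signal above about 50% at the single tested concentration, limit read from the data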
TAAR1 ag: human TAAR1 agonism | CHO RD-HGA16 TAAR1, Fluo-8 calcium fluorescence; vehicle wells 0%, saturating PEA agonist 100% | activation, % at 3 µM | 360,000 tested, 0.99% active;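 active = activation above the mean activation of all test compounds in the run plus 3 SD, cut at about 38% in these data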
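Assay system: CHO-derived RD-HGA16 cells with stable Gα16 and human TAAR1; timing: 17-24 h seeding, 75 min 37 °C dye, 30 min RT; read-out: % activation from peak over basal fluorescence ratio, DMSO-to-PEA scaled; measured by: kinetic Fluo-8 calcium fluorescence; benchmarks: low control DMSO, high control PEA (EC100); doses: 3 µM single concentration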
M5 ag: agonists of human muscarinic M5 receptor (CHRM5); 360,000 tested, 0.19% active; P08912; activation, % at 3 µM; CHO-K1 hM5 cells, Fluo-8 calcium fluorescence; 0% DMSO wells, 100% maximal acetylcholine response; AID 624037;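 active = activation above the run's mean over test compounds plus 3 SD, cut at about 23% in these data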;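 note: signal is peak over basal fluorescence ratio across the kinetic read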
Target sequence (P08912 whole entry, looked up): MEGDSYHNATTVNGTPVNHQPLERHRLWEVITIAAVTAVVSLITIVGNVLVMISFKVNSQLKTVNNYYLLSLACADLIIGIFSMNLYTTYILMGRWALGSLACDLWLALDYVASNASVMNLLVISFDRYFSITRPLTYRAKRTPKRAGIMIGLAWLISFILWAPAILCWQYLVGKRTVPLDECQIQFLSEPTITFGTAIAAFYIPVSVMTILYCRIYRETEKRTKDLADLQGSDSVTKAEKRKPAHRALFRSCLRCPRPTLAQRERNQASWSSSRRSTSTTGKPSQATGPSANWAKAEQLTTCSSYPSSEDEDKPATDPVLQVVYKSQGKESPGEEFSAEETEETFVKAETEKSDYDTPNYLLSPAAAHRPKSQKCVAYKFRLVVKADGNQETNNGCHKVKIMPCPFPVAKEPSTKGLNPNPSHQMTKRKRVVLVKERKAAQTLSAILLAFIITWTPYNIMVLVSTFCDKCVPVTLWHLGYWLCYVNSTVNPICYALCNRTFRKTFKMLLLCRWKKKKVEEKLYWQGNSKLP
TAAR1 antag: antagonists of human TAAR1; Q96RJ0; CHO RD-HGA16 TAAR1, Fluo-8 calcium fluorescence, antagonist; inhibition, % at 3 µM; 360,000 tested, 1.5% active;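 active = inhibition above a per-plate cutoff, the mean inhibition of test compounds on that plate plus 3 SD, cut at about 49% in these data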;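 note: 0% = DMSO plus EC80 beta-PEA response and 100% = DMSO alone without agonist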
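Assay system: CHO-derived RD-HGA16 cells stably expressing human TAAR1 plus Gα16. Timing: 140 s kinetic read after compound, 140 s after agonist. Technique: kinetic Fluo-8 calcium fluorescence measurement. Measure: % inhibition of agonist calcium response.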
CRFR2-BP ag: CRF-BP/CRF-R2 complex agonism; HEK293 CRF-R2/CRF-BP, calcium dye fluorescence (FLIPR); percent of saturating CRF peptide response; activation, % at 13.2 µM; 350,000 tested, 0.46% active;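 active = activation of at least 50%, plus an integration ratio under a set limit after plate pattern correction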;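 note: plate controls were neutral control wells without compound for no effect and CRF at EC100 for full effect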
M5 PAM: CHRM5 positive allosteric modulation | CHO-K1 hM5, Fluo-8 calcium, ACh EC20 PAM; 0% = ACh EC20, 100% = ACh EC100 | 360,000 tested, 0.3% active | AID 624038 | activation, % at 3 µM;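 active = activation above the run cutoff, the mean activation of all test compounds plus 3 SD, cut at about 18% in these data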
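System: CHO-K1 hM5 cells. Reagent: acetylcholine, EC20 level. Compound dosing: single dose, 3 µM nominal final test concentration. Timing: Post-acetylcholine fluorescence recording 140 s. Detection: Fluo-8 calcium fluorescence. Read-out: % activation, ACh-normalized. Benchmarks: ACh EC20 and EC100 wells. Repeats: singlicate, one well per test compound.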
CHO-K1 Ca PAM: M1 PAM counterscreen hit in parental CHO-K1 cells; ATP EC20, Fluo-8 calcium fluorescence; 0% at ATP EC20, 100% at ATP max; activation, % at 3 µM; 360,000 tested, 0.02% active; AID 602247;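 active = activation above the run cutoff, the mean activation of all test compounds plus 3 SD, cut at about 40% in these data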;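 note: peak over basal fluorescence ratio in a 140 s read after ATP addition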
M4 PAM: positive allosteric modulators of human muscarinic M4 receptor; P08173; CHO-K1 hM4/Gqi5, Fluo-8 calcium fluorescence, ACh EC20; 0% = ACh EC20, 100% = maximal ACh; activation, % at 3 µM; 360,000 tested, 0.4% active; AID 624126;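 active = activation above its plate's cutoff, the mean activation of sample wells plus 3 SD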; note: some results filed as inactive read as strong as hits
Target sequence (P08173 whole entry, looked up): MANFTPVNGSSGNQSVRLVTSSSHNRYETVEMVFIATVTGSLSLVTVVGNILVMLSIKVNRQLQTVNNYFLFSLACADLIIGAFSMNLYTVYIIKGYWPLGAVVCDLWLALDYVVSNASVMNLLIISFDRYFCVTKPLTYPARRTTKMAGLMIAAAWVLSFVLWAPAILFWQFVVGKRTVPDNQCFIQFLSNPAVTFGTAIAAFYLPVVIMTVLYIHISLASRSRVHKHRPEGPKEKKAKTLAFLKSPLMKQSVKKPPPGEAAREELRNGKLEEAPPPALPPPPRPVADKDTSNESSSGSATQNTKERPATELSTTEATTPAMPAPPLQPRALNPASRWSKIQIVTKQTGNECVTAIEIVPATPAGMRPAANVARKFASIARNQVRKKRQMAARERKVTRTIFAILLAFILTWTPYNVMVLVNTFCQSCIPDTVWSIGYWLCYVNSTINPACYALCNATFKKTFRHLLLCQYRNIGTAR
CHRM5 antagonist: CHRM5 antagonism in calcium assay; inhibition, % at 3 µM; P08912; AID 624040; CHO-hM5 cells, Fluo-8 calcium fluorescence, ACh EC80; 360,000 tested, 0.59% active;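 active = inhibition above a per-plate cutoff, the mean of that plate's test compounds plus 3 SD, cut at about 27% in these data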;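 note: 0% = acetylcholine EC80 with DMSO and 100% = DMSO without agonist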
Numbers without * were called inactive; x = no result given.

Structure	CRFBP-R2 block	TAAR1 ag	M5 ag	TAAR1 antag	CRFR2-BP ag	M5 PAM	CHO-K1 Ca PAM	M4 PAM	CHRM5 antagonist
Cc1cccc(Nc2ncccc2C(=O)O)c1C	17	-1	0	-8	-1.6	-3	8	-5	-2
COc1ccc(C2Nc3ccc4ccccc4c3-c3c2c(=O)oc2ccccc32)cc1 (centres undefined)	x	11	-5	-3	x	-9	-8	-6	7
CCc1c(C)sc(NC(=O)c2ccc(Br)o2)c1C(=O)OC	-23	9	-8	15	1.6	5	8	-3	4
CC(C)(C)OC(=O)N[C@@H](Cc1ccccc1)C(=O)NCC1CCC(C(=O)N[C@@H](CC(=O)O)C(=O)O)CC1 (some centres undefined)	-1	1	-1	-10	-1.0	-1	-3	-8	9
COc1ccc(CCNC(=O)CCS(=O)(=O)c2ccc(Br)cc2)cc1OC	1	1	1	7	1.0	4	13	-1	-10
Cc1ccc(NC(=O)CCN2C(=O)CSC2=O)cc1	11	9	-3	-1	1.1	1	2	-3	0
Cc1ccc(-c2csc(NC(=O)c3ccccc3Cl)c2C(=O)O)cc1	49	-3	-2	26	-1.6	-2	-16	4	-4
Cc1ccc(S(=O)(=O)N(C)C[C@@H]2Oc3c(NC(=O)C4CC4)cccc3C(=O)N([C@@H](C)CO)C[C@@H]2C)cc1	-3	1	2	4	-1.3	0	21	-5	1
Cc1nn(-c2ccccc2)c(C)c1C(=O)OCC(=O)Nc1ccccc1C(F)(F)F	-1	6	-3	-18	-0.9	-5	-14	23*	-3
FC(F)(F)c1cnc2c(c1)Nc1ccccc1S2	-26	-1	-4	-13	1.1	-1	0	-5	3
Cn1c(SCc2cccc(F)c2)nnc1-c1cnccn1	-13	1	-5	-8	1.1	-1	16	-5	10
O=S(=O)(Nc1cccc2cccnc12)c1ccc(S(=O)(=O)N2CCCC2)cc1	-11	6	-4	3	-0.3	-7	6	-22	9
Cc1ccc2nc(N3CCN(C(=O)CCC(=O)O)CC3)nc(-c3ccccc3)c2c1	-5	4	-3	-10	0.0	6	12	-6	0
CCn1cc(CN2CCN(Cc3ccccc3)C(CCO)C2)c2ccccc21 (centres undefined)	-13	3	-2	-2	2.3	6	13	-4	-5
Cc1c(C(=O)N2CCN(CCc3ccccn3)CC2)oc2ccc(Cl)cc12	5	-1	-5	-2	-1.9	-1	23	7	-2
Cc1ccc(S(=O)(=O)Nc2cccc(CP(=O)(c3ccccc3)c3ccccc3)c2)cc1	-4	15	1	-15	-0.4	1	1	-1	4
CC(=O)C1=CCC(c2ccccc2)N(S(=O)(=O)c2ccc(Cl)cc2)C1 (centres undefined)	x	2	-4	-4	x	-2	4	-2	-6
COc1ccc(OCC(=O)Nc2ccc(N3CCOCC3)cc2)cc1	0	-3	0	4	-1.1	-1	28	-5	0
CC(CNC(=O)COc1ccc2c(c1)OCO2)c1ccccc1 (centres undefined)	7	13	-3	-2	0.1	1	14	1	18
Cc1cc(OC(C)C(=O)N(Cc2cccs2)C2CCS(=O)(=O)C2)ccc1Cl (centres undefined)	-7	4	2	-11	-1.9	-11	-1	-1	5
Cc1ccc(C)c(CSc2nnc(-c3cccnc3)o2)c1	-17	19	-2	5	-0.6	-3	3	-5	4
Cc1nn(C)cc1/C=N/n1nnnc1N	-1	4	3	-7	0.0	5	20	3	3
COCCNC(=O)c1cc2c(c(-c3cccc(C#CC(C)(C)O)c3)n1)[C@@H](CCO)N(S(=O)C(C)(C)C)C2 (some centres undefined)	x	1	1	-16	x	0	4	6	10
CCOC(=O)c1[nH]c(C)c(C(=O)Nc2ccc3c(c2)CCC3)c1C	0	1	-2	17	-0.5	0	15	3	1
CCOC(=O)CC(=O)CSc1nc(C)nc2c1oc1ccccc12	-8	8	0	17	0.2	-2	-1	3	-2
CCCc1cc(=O)[nH]c(SCC(=O)N2CCC(C(=O)OCC)CC2)n1	31	15	4	3	-3.8	0	0	-5	-3
O=C(C1CCCCC1)N1C[C@H](n2cc(C3CC3)nn2)[C@@H](O)C[C@@H]1c1ccc(Cl)cc1	9	4	2	0	-1.6	7	13	1	-4
COC(=O)C1=C(C)NC(=O)NC1c1cn(-c2ccccc2)nc1-c1cccs1 (centres undefined)	-18	8	-8	7	-1.5	-8	13	-5	-2
O=C(c1cc(-c2cccc(Br)c2)nc2ccccc12)N1CCCC1	-7	1	2	25	-1.1	-2	7	3	7
COc1ccc(C2CC(=O)Oc3c(C(CCN4CCOCC4)c4cc(OC)c(OC)c(OC)c4)c(OC)cc(OC)c32)cc1 (centres undefined)	6	7	1	4	-1.6	-5	-8	7	11
Cc1cc(-c2nc(C)c(-c3nnc(SCC(=O)Nc4ccccc4)n3C)s2)no1	10	2	1	3	-2.6	-9	5	-20	20
CCOC1=C2CN(S(=O)(=O)c3ccc(C)cc3)C(c3ccc(CC)cc3)CC2N(S(=O)(=O)c2ccc(C)cc2)C(c2ccc(CC)cc2)C1 (centres undefined)	x	0	0	-14	x	-3	x	-2	5
Cc1ccc2c3c([nH]c2c1)C(=O)CC(C)(C)S3	-27	3	0	-38	-1.0	1	18	3	9
COc1cc(C(=O)N[C@@H](Cc2c[nH]c3ccccc23)C(=O)O)cc(OC)c1OC	2	0	1	-5	1.0	-1	-5	-2	4
O=C(CN1CCN(c2ccccc2)CC1)Nc1ccncc1	-5	1	3	-33	1.3	1	9	-4	5
COC(=O)[C@]1(C)N[C@H](c2ccc(-c3ccc(Cl)c(Cl)c3)cc2)[C@@H]2C(=O)N(C)C(=O)[C@@H]21	4	10	1	21	-0.1	-3	15	4	8
COc1ccc(NC(=O)CC2SC(=O)NC2=O)cc1 (centres undefined)	4	1	-1	-9	0.3	1	9	-2	1
COc1cc2[nH]c(=O)n(CCC(=O)NCCC(C)C)c(=O)c2cc1OC	-4	13	1	-4	-0.8	6	18	6	-5
CCc1ccccc1-n1ncc(C(=O)Nc2ccc(OC)cc2)c1C	-8	1	3	9	0.2	-7	6	-8	9
O=C(CCCN1C(=O)C(c2ccccc2)Oc2cccnc21)NCCc1ccc(Cl)cc1 (centres undefined)	-5	-1	-2	5	0.0	-3	10	-2	9

Record cards (already shown). Order of screens: CRFBP-R2 block | TAAR1 ag | M5 ag | TAAR1 antag | CRFR2-BP ag | M5 PAM | CHO-K1 Ca PAM | M4 PAM | CHRM5 antagonist
COc1cc(C(=O)N[C@@H](Cc2c[nH]c3ccccc23)C(=O)O)cc(OC)c1OC is listed with 2 | 0 | 1 | -5 | 1.0 | -1 | -5 | -2 | 4
CCc1ccccc1-n1ncc(C(=O)Nc2ccc(OC)cc2)c1C is listed with -8 | 1 | 3 | 9 | 0.2 | -7 | 6 | -8 | 9
CCOC1=C2CN(S(=O)(=O)c3ccc(C)cc3)C(c3ccc(CC)cc3)CC2N(S(=O)(=O)c2ccc(C)cc2)C(c2ccc(CC)cc2)C1 (centres undefined) is listed with x | 0 | 0 | -14 | x | -3 | x | -2 | 5

More results follow.
Structure	CRFBP-R2 block	TAAR1 ag	M5 ag	TAAR1 antag	CRFR2-BP ag	M5 PAM	CHO-K1 Ca PAM	M4 PAM	CHRM5 antagonist
Cc1ccc(NC(=O)COC(=O)C2CC2)cc1Cl	-15	6	3	0	0.2	3	4	15	3
COc1ccc(C)cc1NC(=O)CNC(=O)c1sc2ccccc2c1Cl	4	2	1	-27	-0.5	-6	7	16	7
O=C(O)c1ccc([N+](=O)[O-])c(CS(=O)(=O)c2ccc(Cl)cc2)c1	0	1	0	13	-1.6	17	23	7	-3
COc1ccccc1NC(=O)c1cc(C)nc2ccccc12	3	-2	-1	2	-0.8	1	25	6	2
O=C(O)c1ccccc1NS(=O)(=O)c1ccc(NN=Cc2ccc(F)cc2)c([N+](=O)[O-])c1	25	x	-1	x	-3.0	0	-3	3	10
CC(C)(C)C(=O)Nc1ccc(C(=O)NNC(=O)c2ccccc2)cc1	-4	8	0	18	1.4	9	13	13	-14
CC1CN(S(=O)(=O)c2ccc(C(=O)Nc3nc(-c4cc5ccccc5o4)cs3)cc2)CC(C)O1 (centres undefined)	-3	13	-2	27	-1.1	-3	26	-3	8
Cc1ccc(NC(=O)c2cc(-c3ccccc3O)n[nH]2)cc1C	3	3	1	-22	3.7	-4	4	0	11
CCC(=O)Nc1cccc(-c2nc3ccccc3c(=O)o2)c1	-30	6	3	-15	0.2	2	15	8	-1
O=C(C1=C[C@H](c2coc3ccccc3c2=O)C[C@H](OCCCCO)O1)N1CCN(Cc2ccccc2)CC1	4	8	-9	9	-0.1	-25	9	-3	62*
O=c1[nH]cnc(CN2CCCCC2)c1O	0	1	-1	5	1.2	-2	1	1	2
C=CC(=O)Nc1ccc(Nc2nc(NC3CCC(N(C)C)CC3)nc3c2ncn3C(C)C)cc1 (centres undefined)	1	x	-1	x	-0.7	3	-8	9	18
Cc1cc(NC(=O)C2CCCC2)n(-c2nc3ccccc3[nH]2)n1	-67	56*	1	5	6.6	-1	-13	4	-4
O=C(CNC(=O)c1ccc(Cl)cc1Cl)OCC(=O)N1CCCC1=O	6	1	-1	-9	2.0	-2	8	5	9
CCCOc1cccc(C2/C(=C(/O)c3ccccc3)C(=O)C(=O)N2CCN(C)C)c1 (centres undefined)	-9	9	-5	11	-0.5	1	4	2	0
O=C(C[C@@H]1C/C=C/CC[C@H](Cc2ccc(F)cc2)C(=O)O[C@H](c2ccccc2)CNC1=O)NCCO	-2	6	-6	10	4.5	3	8	6	15
CCOc1ccccc1Oc1coc2cc(OC)ccc2c1=O	33	3	-4	8	-0.8	-6	20	7	0
N=c1n(Cc2ccccc2)c2ccccc2n1Cc1ccccc1	-33	12	-2	2	-1.6	-6	10	-8	13
O=C(Nc1ccc(Oc2cccnc2)cc1)C1CCN(Cc2cccc(Cl)c2)CC1	-15	25	-3	-20	3.1	0	13	-5	-3
O=C(CS(=O)(=O)Cc1ccccc1)N1CCN(c2cccc(C(F)(F)F)c2)CC1	-13	17	3	2	0.7	-5	5	-8	7
CCOc1ccc2[nH]cc(C(=O)N3CCN(CC)CC3)c(=O)c2c1	15	3	-7	-8	0.9	1	14	-1	-6
O=C(Nc1nnc(CCN2CCCCC2)s1)c1cccc(Cl)c1	-9	4	-15	-12	0.4	6	22	1	5
CCOC(=O)C1CCCN(C(=O)c2ccc([N+](=O)[O-])cc2)C1 (centres undefined)	12	1	-4	-5	0.5	-4	5	-4	-5
COC(=O)c1c(C)oc2ccc(NS(=O)(=O)c3cccs3)cc12	5	24	3	9	-1.0	-10	-4	-5	3
COc1ccccc1-c1cc(-c2ccc(O)cc2)nc(N)c1C#N	4	4	3	6	1.3	-5	0	-5	-2
Cn1cnc([N+](=O)[O-])c1Nc1cccc(O)c1	0	2	2	-4	-2.6	3	19	26	-2

Assay outcomes: PubChem, several laboratories
